A350 autofl – qHTS Assay for Spectroscopic Profiling in A350 Spectral Region. Compound autofluorescence, 340/450 nm, Alexa 350 dye-equivalents; active compounds read high. max dye-equivalent concentration, M. actives 11% (n = 59,000); in the data active = max dye-equivalent concentration above about 10 nM; inconclusive = mostly about 1.1 nM to 9.6 nM
Hsp90 Hop PPI – qHTS Assay for Disrupters of an Hsp90 Co-Chaperone Interaction | Hsp90 C-terminal peptide / TPR2A (Hop) interaction, human | AlphaScreen TPR2A-His6 binding biotin-Hsp90 C-terminal peptide | Potency, µM (titrated, usually from 57 µM), without a hit: top-dose activity change, negative = inhibition | actives 0.44% (n = 71,000); active = well fitted curve in either direction with a large enough effect; inconclusive = small, poorly fitted or top-dose-only effect, or another doubt; note: potency is the fitted concentration of half-maximal effect; % is set by controls: 0 for no effect and ±100 for the full control effect; many of its hits are not listed in these tables
CRE Fsk mod – Cell signaling CRE-BLA (Fsk stim); CHO CRE-bla reporter (cAMP response element driving beta-lactamase), forskolin EC10, beta-lactamase ratio; Potency, µM (series often up to 38.2 µM), without a hit: at the top dose activity change, negative = inhibition, hits mostly activators; actives 2.5% (n = 71,000); active = well fitted activation curve with a large enough effect in the signal ratio, with a control signal flat, not every such curve was filed as active; inconclusive = small, poorly fitted or top-dose-only effect, or effect the other way, or a change in a side signal; the % refers to the signal ratio; note: potency is the fitted concentration of half-maximal effect; % of control where 0% means no effect
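Beta-lactamase reporter under a cAMP responsive element in CHO cells; compounds tested in titration series against EC10 NKH 477, 3 h at 37 °C. Read-out: CCF4 FRET ratio 460nm/530nm (excitation 405nm) giving %Activity, fitted to AC50.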
HBB splice mod – qHTS Assay for Modulators of Hemoglobin Beta Chain Splicing. HBB splicing reporter cell assay, activation; EGFP reporter with mutant IVS2-654 intron; response scale: normalised to 500 nM splice-correcting PNA. Potency, µM (top dose mostly 46.1 µM), for the others: top-dose activation, most hits filed as activators. actives 0.06% (n = 65,000); note: potency is the fitted concentration of half-maximal effect; 0% is about no effect
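HeLa cells stably expressing EGFP interrupted by mutant beta-globin intron 2 (IVS2-654), 500/well in 2% FCS. Treated with compound for 2 days at 37C. Splicing correction scored as total well GFP intensity (488 nm excitation, 500-520 nm emission); 500 nM antisense PNA served as control.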
GFP derepression – qHTS Assay for Epigenetic Modulators; mouse C127i GFP locus derepression, cytometry, 30 h; Potency, µM (series often up to 46.1 µM), inactives show at the top dose GFP derepression (activation); actives 0.09% (n = 68,000); AID 597, 2007; note: % of control where 0% means no effect
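Murine C127i mammary cells carrying a silenced, stably integrated CMV-driven GFP reporter were treated with compound for 30 hours at 37 C. After PBS washes, GFP-positive cells were counted by laser-scanning microplate cytometry.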
15-hLO inh – qHTS Assay for Inhibitors of 15-hLO (15-human lipoxygenase). Potency, µM (doses to about 57.1 µM), inactives show at the highest dose activity change, negative = inhibition, usual class: inhibitors. Polyunsaturated fatty acid lipoxygenase ALOX15 (Homo sapiens), P16050. purified 15hLO-1, xylenol orange hydroperoxide absorbance. actives 1.4% (n = 74,000); note: potency is the fitted concentration of half-maximal effect; % is set by controls: 0 for no effect and ±100 for the full control effect; nearly all actives have a fitted effect of over 55% in size
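Readout: Fe(III)-xylenol orange absorbance, 573-to-405 nm ratio as reaction progress. Enzyme 40 nM purified human 15hLO-1, substrate 50 uM arachidonic acid, 6 min RT after 15 min compound preincubation; Hepes pH 7.5 buffer with Triton X-100.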
BRCT PPI green – qHTS Assay for Inhibitors of BRCT-Phosphoprotein Interaction (Green Fluorophore); BRCA1 BRCT-phosphopeptide binding, green fluorescence polarization; Potency, µM (top dose mostly 76.9 µM), without a hit: at the top dose activity change, negative = inhibition, actives largely listed as inhibitors; actives 0.05% (n = 75,000);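 note: potency is the fitted concentration of half-maximal effect; plate controls were peptide without protein for full effect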
Target sequence (P38398 whole entry, looked up): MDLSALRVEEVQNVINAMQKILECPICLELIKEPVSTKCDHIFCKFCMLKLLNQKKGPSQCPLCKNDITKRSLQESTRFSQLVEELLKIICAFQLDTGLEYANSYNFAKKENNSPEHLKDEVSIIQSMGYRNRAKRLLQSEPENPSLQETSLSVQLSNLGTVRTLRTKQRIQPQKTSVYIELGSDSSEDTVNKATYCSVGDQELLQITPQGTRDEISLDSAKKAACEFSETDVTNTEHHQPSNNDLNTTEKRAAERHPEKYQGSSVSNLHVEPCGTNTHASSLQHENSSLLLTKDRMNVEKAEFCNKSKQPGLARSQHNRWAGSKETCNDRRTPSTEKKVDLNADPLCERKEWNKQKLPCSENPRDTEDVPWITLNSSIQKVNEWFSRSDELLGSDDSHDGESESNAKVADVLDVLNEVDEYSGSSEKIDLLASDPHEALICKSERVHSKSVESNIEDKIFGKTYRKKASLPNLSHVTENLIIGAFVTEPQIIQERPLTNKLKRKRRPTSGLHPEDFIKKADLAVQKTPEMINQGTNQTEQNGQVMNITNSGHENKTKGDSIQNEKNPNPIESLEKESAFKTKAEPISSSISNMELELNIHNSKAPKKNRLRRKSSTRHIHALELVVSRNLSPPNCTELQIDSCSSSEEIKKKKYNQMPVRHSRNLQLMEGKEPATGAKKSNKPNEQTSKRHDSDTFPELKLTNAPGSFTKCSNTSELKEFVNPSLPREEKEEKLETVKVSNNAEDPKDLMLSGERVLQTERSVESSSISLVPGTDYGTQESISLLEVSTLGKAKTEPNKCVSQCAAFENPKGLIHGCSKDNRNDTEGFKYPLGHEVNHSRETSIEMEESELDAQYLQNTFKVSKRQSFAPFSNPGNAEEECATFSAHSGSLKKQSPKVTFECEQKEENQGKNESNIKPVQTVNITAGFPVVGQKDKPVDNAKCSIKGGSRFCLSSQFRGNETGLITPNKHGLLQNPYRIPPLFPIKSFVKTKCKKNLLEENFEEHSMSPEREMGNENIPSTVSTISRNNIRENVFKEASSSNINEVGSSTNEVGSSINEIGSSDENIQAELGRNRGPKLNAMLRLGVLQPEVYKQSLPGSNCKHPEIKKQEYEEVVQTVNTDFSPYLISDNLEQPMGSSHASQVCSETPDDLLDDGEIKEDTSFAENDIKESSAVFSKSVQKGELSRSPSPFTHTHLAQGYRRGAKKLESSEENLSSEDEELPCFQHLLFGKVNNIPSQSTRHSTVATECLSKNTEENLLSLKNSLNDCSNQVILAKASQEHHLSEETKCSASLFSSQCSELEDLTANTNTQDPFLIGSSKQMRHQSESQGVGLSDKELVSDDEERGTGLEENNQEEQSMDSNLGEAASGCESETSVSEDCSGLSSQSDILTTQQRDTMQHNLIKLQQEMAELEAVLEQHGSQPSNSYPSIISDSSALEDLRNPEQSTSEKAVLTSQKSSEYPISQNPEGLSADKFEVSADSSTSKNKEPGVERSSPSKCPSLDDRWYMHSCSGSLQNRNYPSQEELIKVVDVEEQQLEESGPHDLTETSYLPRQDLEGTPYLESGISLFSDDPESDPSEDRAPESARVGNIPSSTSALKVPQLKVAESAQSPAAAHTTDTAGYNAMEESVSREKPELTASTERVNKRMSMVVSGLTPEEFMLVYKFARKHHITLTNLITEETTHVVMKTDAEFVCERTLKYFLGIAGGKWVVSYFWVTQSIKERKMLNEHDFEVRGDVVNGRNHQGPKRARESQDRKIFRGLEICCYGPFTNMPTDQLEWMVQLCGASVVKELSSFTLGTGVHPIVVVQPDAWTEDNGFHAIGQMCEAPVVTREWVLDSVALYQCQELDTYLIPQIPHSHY
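Compounds were incubated for 12 min at room temperature with a complex of 100 nM fluorescein-tagged pBACH1 decapeptide and 250 nM His-tagged BRCT protein. Buffer was phosphate pH 7.3 with EDTA, DTT and Tween 20. Disruption of binding lowers the polarization signal.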
BRCT PPI red – qHTS Assay for Inhibitors of BRCT-Phosphoprotein Interaction (Red Fluorophore). Breast cancer type 1 susceptibility protein (Homo sapiens), P38398. BRCT-phosphopeptide binding, red fluorescence polarization. actives 0.03% (n = 75,000). Potency, µM (doses to about 76.9 µM), for the others: at the top dose activity change, negative = inhibition, most hits filed as inhibitors; note: % is set by controls: 0 for no effect and ±100 for the full control effect
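Fluorescence polarization: 100 nM His-tagged BRCA1 BRCT with 100 nM TAMRA-labelled phospho-BACH1 decapeptide, phosphate buffer pH 7.3 with 150 mM NaCl, DTT, 0.01% Tween 20; 12 min RT. Binding inhibition seen as FP decrease.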
UbGFP stabilizer – Ubiquitin-GFP Assay | Potency, µM (doses to about 45.9 µM), without a hit: top-dose activation (GFP accumulation), actives largely listed as activators | 67,000 tested, under 10 active | Ubiquitin-GFP reporter cells, proteasome inhibition, GFP fluorescence; response scale: untreated = 0%, 10 µM MG-132 = 100% | AID 526, 2006; active = well fitted activation curve with a large enough effect, not every such curve was filed as active; inconclusive = small, poorly fitted or top-dose-only effect, or another doubt; inactive = no such curve, though single readings can be large or run the other way; note: potency is the fitted concentration of half-maximal effect
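U2OS cells expressing ubiquitin(G76V)-GFP, seeded overnight in 0.5% FBS medium, then treated 4 hr at 37 C across 46 uM to 2.9 nM. GFP-positive cells counted by laser cytometry (488 ex/515 em); %activity scaled between basal and 10 uM MG-132.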
4-MU autofl – qHTS Assay for Spectroscopic Profiling in 4-MU Spectral Region | compound autofluorescence, 340/450 nm, 4-MU equivalents; active compounds read high | max dye-equivalent concentration, M | actives 11% (n = 59,000); in the data active = max dye-equivalent concentration above about 10 nM; inconclusive = mostly about 1.1 nM to 9.6 nM
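Intrinsic fluorescence at 340/450 nm (ex/em) was read after 15 min at room temperature in pH 8.0, 100 mM Tris. Each compound concentration expressed as 4-MU-equivalent concentration from a six-point 4-MU standard series on each plate.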
DNA Pol III inh – qHTS Assay for Inhibitors of DNA Polymerase III Holoenzyme System; reconstituted DNA polymerase III holoenzyme replication, biochemical; Potency, µM (top dose mostly 57.1 µM), for the others: top-dose activity change, negative = inhibition; actives 0.25% (n = 71,000); note: potency is the fitted concentration of half-maximal effect; % is set by controls: 0 for no effect and ±100 for the full control effect
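Reconstituted *E. coli* holoenzyme (0.35 nM Pol III, 1 nM beta, 154 nM SSB, 2 nM primase) was preincubated with compound for 15 min at RT. Synthesis on 1.4 nM ssM13Gori ran 35 min, then was stopped with PicoGreen/EDTA and read as dsDNA fluorescence.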
* hit, by the source's call; i = inactive; ? = inconclusive; . = no result given; [ ] = another dose, or the depositor's remark. Unless noted, calls come from the whole dose curve; as a rule, active = well fitted curve in the direction sought with a large enough effect; inconclusive = small, poorly fitted or top-dose-only effect, or another doubt; inactive = no such curve, though single readings can be large; an effect the other way counts as inactive or inconclusive.

Results follow in this order: BRCT PPI green | A350 autofl | DNA Pol III inh | 4-MU autofl | 15-hLO inh | BRCT PPI red | UbGFP stabilizer | Hsp90 Hop PPI | CRE Fsk mod | HBB splice mod | GFP derepression
Cc1oc(-c2cccs2)[n+]([O-])c1C
→ 0.3% | i | 1.1% | i | -9.0% | 0.2% | -5.7% | -1.4% | -3.0% | 1.5%[0.369 µM] | 0.0%
CCn1cc(C(=O)N2CCN(Cc3ccc4c(c3)OCO4)CC2)c2cc(OC)c(OC)cc2c1=O
→ -1.7% | i | -1.8% | i | 0.3% | 0.9% | -5.4% | 3.8% | 7.94µM* | -0.2% | -0.2%
CCn1c(=N)n(CC(=O)c2ccco2)c2ccccc21
→ -2.2% | i | -2.2% | i | 2.1% | 1.7% | 3.3% | -1.6% | -0.2% | . | -3.4%
COc1cccc(-c2nc(CS(=O)(=O)CC(=O)NCc3ccccc3OC)c(C)o2)c1
→ 2.2% | . | -2.4% | . | -0.3% | -0.4% | 4.4% | -2.0% | 11.0% | -0.5% | -2.3%
CC(C)(CNCC(O)c1ccccc1)N1CCOCC1 (configuration not stated)
→ 0.3% | i | -1.2% | i | 5.5% | -2.1% | -2.0% | 2.0% | 0.5% | 0.6%[57.5 µM] | -2.9%
O=C(O)C1C2C=CC(O2)C1C(=O)NCc1ccc2c(c1)OCO2 (configuration not stated)
→ -3.4% | i | -2.1% | i | 4.2% | -1.2% | -1.4% | -3.9% | -4.5% | 0.1% | 9.0%
COc1cc(NC(=O)COc2cccc(OC)c2)cc(OC)c1
→ -0.6% | . | -1.9% | . | -1.1% | -0.5% | 11.6% | 0.9% | 5.7% | -0.6%[9.22 µM] | 0.3%
COc1cc2c(cc1OC)C(COc1ccc3c(C)cc(=O)oc3c1)N(C(=O)c1ccco1)CC2 (configuration not stated)
→ 2.5% | ? | -1.6% | ? | -8.2% | 1.3% | -4.3% | -5.7% | 1.58µM* | -1.2% | 4.2%
CC(=O)Nc1ccccc1-c1ccc(C)o1
→ -3.9% | i | -1.7% | i | 3.3% | -0.2% | 2.6% | -4.2% | -3.0% | . | -0.3%
N#Cc1cccc(-c2nc(NCc3ccccc3)c3ccccc3n2)c1
→ 0.3% | i | 6.2% | i | ? | -1.0% | 8.4% | 24.2% | ? | -1.3% | 0.0%[9.22 µM]
CCOC(=O)C1=C(C)NC(C)=C(C(=O)OCC)C1C(=O)O
→ -0.5% | . | -6.7% | . | 20.3% | 1.3% | 0.0% | -0.3% | 0.9% | -0.6% | 0.1%
Cc1ccc2[nH]c(=O)c(-c3nc4cc(C)ccn4c3NCc3ccco3)cc2c1
→ -1.2% | i | 5.0% | i | 11.3% | -1.8% | -0.8% | -6.2% | 0.8% | -0.5%[57.5 µM] | 0.0%
Cc1ccc(NC(=O)C(C)N2CCOCC2)c(C(=O)c2ccccc2)c1 (configuration not stated)
→ -2.0% | . | -1.3% | . | 0.3% | -0.3% | 4.2% | -3.8% | 5.8% | 0.1%[9.22 µM] | 0.0%
CCCCn1c(SCC(N)=O)nnc1-c1ccco1
→ -1.1% | i | -0.8% | i | 9.7% | -3.8% | -5.6% | 3.4% | 7.1% | . | 1.9%
Cc1nc(CN2CCN(C(=O)c3ccc(Br)cc3)CC2)cs1
→ 0.1% | i | -5.3% | i | 23.0% | -0.5% | 3.4% | -7.8% | -9.9% | -1.6% | -2.7%
COC(=O)c1cc(Oc2ccc(C(=O)OC)cc2N)cc(C(=O)OC)c1
→ -2.0% | i | -10.6% | i | 0.0% | -1.0% | 0.9% | -1.4% | 17.7% | . | 0.7%
O=C(c1cc2ccccc2oc1=O)N(Cc1ccc2c(c1)OCO2)Cc1ccco1
→ -0.8% | i | -3.9% | i | -17.5% | 0.2% | -4.0% | -9.7% | -5.7% | -0.1%[57.5 µM] | -1.9%
COc1cccc(Cn2c(=O)c(-c3cccc(Cl)c3)nc3cncnc32)c1
→ 3.5% | i | -10.1% | i | ? | -1.1% | -0.7% | -15.9% | ? | 0.2% | 2.7%[9.22 µM]
CCN(CC)CCN1C(=O)c2ccccc2NC1c1cccc(F)c1 (configuration not stated)
→ 0.4% | . | -3.3% | . | 11.5% | 3.1% | 4.0% | -2.1% | 1.7% | -4.4% | 0.0%
CCCCc1ccc(NC(=O)CC(C)=O)cc1
→ -1.2% | . | -5.8% | . | -1.8% | -1.7% | -7.3% | 0.2% | 2.0% | 1.2% | -1.8%
O=C(O)CC(O)C(=O)O (configuration not stated)
→ -1.8% | i | -3.8% | i | 7.7% | -0.3% | 1.0% | 0.5% | ? | -0.5% | -2.7%
COc1ccc(N2CCN(c3ncnc4c3cnn4-c3ccc(C)cc3C)CC2)cc1
→ -0.3% | i | -1.9% | i | -9.0% | -0.9% | 7.6% | -6.2% | 4.0% | 0.1% | 1.1%
Cc1nc(N2CCC(C)CC2)c2oc3ccccc3c2n1
→ -1.5% | i | -7.3% | i | -22.7% | 0.2% | -0.9% | 6.4% | ? | 1.5%[57.5 µM] | 0.0%
CCCc1cc(C(=O)N2CCN(S(=O)(=O)c3ccc(OC)c(OC)c3)CC2)cs1
→ 1.6% | i | 2.5% | i | -9.9% | 1.1% | 3.2% | -2.7% | 1.1% | -1.0% | -2.1%
O=C(NCCc1csc(-c2cccnc2)n1)c1ccc(Br)o1
→ 3.7% | . | -5.7% | . | ? | -1.0% | -1.5% | -2.5% | 17.5% | -0.2% | .
CCN(CC)S(=O)(=O)c1cc(C(=O)OC)ccc1Cl
→ -3.3% | . | 3.7% | . | -0.8% | 1.0% | 3.3% | 7.7% | -3.1% | -7.2% | 2.5%
CCOC(=O)N1CCC(NC(=O)CS(=O)(=O)Cc2nc(-c3ccc(C)cc3)oc2C)CC1
→ -2.1% | . | -0.9% | . | 7.6% | -0.9% | -11.8% | 2.2% | -3.8% | -0.3% | 1.9%
Nc1nc(SCCc2ccccc2)c2[nH]cnc2n1
→ -0.6%[15.4 µM] | i | -3.7%[11.4 µM] | i | 1.0%[11.4 µM] | -1.7%[15.4 µM] | 0.3%[9.17 µM] | -2.8%[11 µM] | -0.7%[7.6 µM] | 1.4%[9.22 µM] | 0.0%[9.22 µM]
O=c1c2ccccc2oc2nc(-c3ccco3)n(CCc3ccccc3)c(=O)c12
→ -1.5% | i | 0.3% | i | 6.1% | 1.1% | -3.3% | -5.4% | 15.0% | -0.5% | 5.1%
CCO/C([O-])=N/c1c[n+](N2CCOCC2)no1
→ -1.0% | i | -3.6%[25.6 µM] | i | 7.2% | -0.7% | -7.6%[20.5 µM] | -5.3%[26 µM] | -4.3%[17.1 µM] | 1.3%[20.6 µM] | -1.7%[20.6 µM]
CCCOc1ccc(N2CC(C(=O)Nc3ccc4c(c3)OCO4)CC2=O)cc1 (configuration not stated)
→ -0.9% | . | -1.4% | . | 5.4% | -0.4% | 11.2% | -0.8% | -2.6% | -0.3% | -2.3%
COc1ccc(CCn2c(N)c(C#N)c3nc4ccccc4nc32)cc1OC
→ 2.3% | 1.09e-07M* | -5.9% | 1.11e-07M* | ? | -2.7% | -6.7% | 8.8% | 15.8µM* | 3.4% | -2.6%
Cc1cc(C)c2c(N)c(S(=O)(=O)c3ccccc3)sc2n1
→ 5.3% | 7.51e-08M* | 2.7% | 9.68e-08M* | -10.0% | 0.3% | 3.1% | 6.0% | ? | -0.5% | 0.0%
O=C(Nc1ccccc1)N(Cc1ccc2c(c1)OCO2)Cc1nc2ccccc2c(=O)[nH]1
→ 5.3% | i | -6.6% | i | -27.0% | -6.6% | 5.2% | -4.2% | ? | -0.6% | -1.2%
C=CCOc1cccc(C2/C(=C(/O)c3ccccc3)C(=O)C(=O)N2CCN2CCOCC2)c1 (configuration not stated)
→ 0.1% | i | 2.1% | i | -2.6% | -0.3% | 7.1% | -1.8% | 9.4% | 4.6%[1.84 µM] | 4.6%
O=C(c1ccc(S(=O)(=O)N2CCCCC2)cc1)N1CCN=C1SCc1cccnc1
→ 0.7% | . | -5.8% | . | 0.3% | 0.5% | -13.7% | -2.6% | -2.9% | 0.7% | -3.4%

Bioassay records from PubChem.
